Bioassay records (PubChem)
HIV peptide binding: cell-free HIV fusion peptide-binding blockers – biochemical, uHTS, fluorescence dequenching, primary screen (AID 1986) | inhibition, % at 20 µM; hits with a dose series show IC50 in µM | cell-free peptide binding, fluorescence dequenching, 30 min; higher % means a stronger effect | 0.3% of 290,000 active; in the data active means inhibition mostly above about 52%, no sharp cut-off; inactive means mostly below about 76%; further: some results filed as inactive read as strong as hits
SIAH1 antagonists: blockers of Siah-1 interaction with plectin peptide – biochemical, fluorescence polarization, rhodamine-plectin, uHTS, primary screen (AID 1817); Siah-1 / rhodamine-plectin peptide fluorescence polarization; higher % means a stronger effect; displacement, % at 20 µM, or IC50 in µM where a hit was titrated; 0.02% of 290,000 active;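 active means displacement of at least 50% at 20 µM, with a fluorescence ratio check between 0.3 and a set limit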;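 further: plate controls were Siah plus tracer with DMSO for no effect and tracer alone without Siah for full effect; strong numbers were not always called active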
HEK293 NOD2/NF-kB: inhibition of NOD2-driven NF-kB reporter – cell-based, luminescence, uHTS, HEK293 (AID 1566) | 0.63% of 290,000 active | HEK293 NOD2/NF-kB luciferase reporter, luminescence; higher % means a stronger effect | one-dose inhibition, % at 4 µM; EC50 in µM for titrated hits; further: many of its hits are not listed in these tables
NS5 inhibitors: flavivirus cap methylation enzyme inhibition – biochemical, confirmation dose response, primary screen (AID 588689); inhibition, % at 25 µM, or IC50 in µM where a hit was titrated; 0.3% of 340,000 active; Dengue-2 NS5 methyltransferase capping enzyme assay, biochemical; higher % means a stronger effect; in the data active means a potency from the dose series
Hep lipid drop: hepatic lipid droplet formation modulation | AML12 mouse hepatocytes, oleate lipid droplets, BODIPY imaging | inhibition, % at 6.5 µM | 0.4% of 240,000 active | AID 1656;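 active means lipid droplet intensity inhibited by at least 50%, with more than 500 cells counted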
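Test system: AML12 hepatocytes (mouse); reagent: oleate loading, 100 µM; dosing: one dose, 6.5 µM compound; incubation: overnight exposure; signal: fluorescence imaging, 20x objective, two fields per well; read-out basis: % inhibition of corrected integrated BODIPY droplet signal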
XIAP antagonists: XIAP antagonists, biochemical, IAP family, fluorescence polarization (AID 1018); 0.007% of 200,000 active; XIAP BIR domain, fluorescence polarization peptide displacement; higher % means a stronger effect; displacement, % at 20 µM; hits with a dose series show IC50 in µM; in the data active means displacement above about 50%; further: a part of the inactive calls stands beside numbers as strong as those of hits
LYP phosphatase: PTPN22 lymphoid phosphatase activity blockers – biochemical, fluorescence intensity, uHTS (AID 1779); recombinant LYP phosphatase, fluorescence intensity; higher % means a stronger effect; 0.054% of 290,000 active; inhibition, % at 11.5 µM, or IC50 in µM where a hit was titrated;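 further: plate controls were vehicle with enzyme for no effect and no enzyme for full effect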
Myeloid diff MLP: myeloid differentiation induction | ER-HoxA9 myeloid progenitors, lysozyme-GFP differentiation, flow cytometry | calls only at 10 µM | 1% of 360,000 active;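 active means normalized GFP-positive differentiation at or above the plate's own cutoff, the solvent-only control mean plus 3 SD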;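 further: cells exposed to compound for four days before flow analysis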
AID2073: inhibitors of Mint1-CaV2.2 protein interaction, biochemical, HTRF (AID 2073) | HTRF protein-protein interaction, Mint1-CaV2.2; higher % means a stronger effect | 0.19% of 290,000 active | inhibition, % at 20 µM; hits with a dose series show IC50 in µM; in the data active means inhibition mostly above about 51%, no sharp cut-off; further: some results filed as inactive read as strong as hits
Hep lipid drop cells 6.5 µM: recorded beside Hep lipid drop, whose call it bears; cell count; measured here: cell count, cytotoxicity flag;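 cells counted across two imaged fields per well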
NS5 inhibitors pilot replicate: further read-out of NS5 inhibitors, marked with its call; inhibition, %; measured here: pilot screen replicate inhibition
Myeloid diff MLP GFP+ MAC1+ %: also measured in Myeloid diff MLP; calls as there; GFP+ MAC1+ double positive, %; measured here: differentiation confirmed by MAC1 staining
Numbers without * were called inactive; i = inactive; . = not tested or not shown. Unless noted, no stated cut-off is given here; in the data, active means inhibition above about 50%; inactive means the rest. Some of the compounds tested; count on the stated rates, not on these rows.

SMILES	HIV peptide binding	SIAH1 antagonists	HEK293 NOD2/NF-kB	NS5 inhibitors	Hep lipid drop	Hep lipid drop cells 6.5 µM	XIAP antagonists	LYP phosphatase	Myeloid diff MLP	Myeloid diff MLP GFP+ MAC1+ %	AID2073	others
CC(C)CCC1(CCNC(=O)c2cccs2)CCOC(C)(C)C1 (configuration not stated)	-0.5%	-7%	18%	6%	22	704	.	-7%	i	0.7	-11%
COc1cc(/C=C2/SC(=S)N(Cc3ccccc3)C2=O)ccc1OCC(=O)O	17µM*	-5%	7%	2%	6	856	.	-10%	i	1.8	22%
CC(C)(C)NC(=O)CCn1nc(-c2ccc(Cl)cc2)c2ccccc2c1=O	-0.9%	4%	16%	0%	-5	902	.	-4%	i	0.7	-5%
O=C(CCN1C(=O)/C(=C/c2ccccc2F)SC1=S)NC1C=CS(=O)(=O)C1 (configuration not stated)	-3.6%	-4%	-3%	-1%	-8	659	.	-8%	i	5.0	2.9µM*
CC(C)NS(=O)(=O)c1ccc(NC(=O)C2CCCCC2)cc1	-0.3%	0%	19%	2%	17	787	-3.3%	-8%	i	3.6	2%
COc1ccc(CCN2C(=O)C(O)=C(C(C)=O)C2c2ccccc2OC)cc1OC (configuration not stated)	0.1%	0%	6%	-4%	0	784	-9.8%	-1%	i	4.0	-3%
COc1ccc2cc(CCNC(=O)CCc3ccccc3)c(=O)[nH]c2c1	0.3%	13%	7%	1%	3	659	.	-8%	i	5.8	3%
CC(C)(C)CC(C)(C)NC(=S)Nc1ccc2nc(-c3ccccn3)c(-c3ccccn3)nc2c1	0.0%	-3%	1%	10%	.	.	-8.2%	9%	i	0.8	17%
C/C(CC(=O)NCc1ccccc1)=N\NC(N)=S	0.6%	4%	-8%	.	21	721	-11%	3%	i	0.4	-10%
COc1ccc(NC2CCCN(C(=O)COc3ccc(Cl)cc3C)C2)cc1OC (configuration not stated)	-1.5%	0%	26%	3%	-24	669	.	-8%	i	0.2	-34%
COC(=O)CN1C(=O)C2(OCCCO2)c2ccccc21	-0.4%	-3%	2%	-7%	.	.	1.7%	-16%	i	8.5	4%
CCOc1ccc(C(C)NC(=O)Cc2ccccc2)cc1OCC (configuration not stated)	-0.1%	-2%	15%	1%	53*	610*	-1.8%	-6%	i	0.7	-18%
Cc1nn(CC(=O)N2CCCCC2)c(=O)c2nn(-c3ccccc3)c(C)c12	-0.3%	-3%	14%	-5%	-8	673	.	-12%	i	0.7	10%
CCc1nc(CNC(=O)C2CCC(=O)N(CCc3ccc(OC)cc3)C2)cs1 (configuration not stated)	-0.3%	9%	1%	-9%	8	691	.	-3%	i	2.3	15%
Cc1ccccc1OCCCC(=O)NCc1ccco1	1.9%	2%	12%	1%	.	.	-3.3%	0%	i	2.6	-3%
COc1ccc(Cl)cc1C(=O)NCCN(C)C	-1.8%	1%	10%	-5%	14	757	-1.0%	-8%	i	0.6	-3%
CN(C)CCCn1c(=O)n(Cc2ccco2)c(=O)c2c3c(sc21)CCCCC3	-2.3%	1%	25%	2%	12	702	.	-8%	i	1.0	-9%
CCOC(=O)c1sc2nc(COC(=O)c3c(F)cccc3F)[nH]c(=O)c2c1C	3.5%	-3%	-19%	-23%	6	710	-7.8%	2%	i	0.4	23%
O=C(c1cc(F)c(F)c(F)c1F)N1CCN(Cc2ccc3c(c2)OCO3)CC1	0.1%	-5%	26%	2%	-16	825	.	-11%	i	1.2	28%
Cc1cc(C)n(C(=O)COc2ccc([N+](=O)[O-])cc2)n1	2.2%	-2%	4%	0%	3	734	-20%	-29%	i	0.1	-12%
C=CCNCCCCOc1ccccc1	-1.6%	-8%	0%	-3%	0	698	-2.9%	-6%	i	0.4	2%
C=CCn1c(NCc2ccc3c(c2)OCO3)nc2ccccc21	-2.7%	-5%	-31%	-5%	.	.	-3.9%	-7%	i	0.7	-4%
Cc1cc2cc3c(cc2nc1SCC(=O)OC(C)C)OCCO3	-2.1%	-4%	10%	-2%	17	810	-2.0%	-4%	i	0.9	16%
Cc1ccc(NS(=O)(=O)c2c(C)ccc3nsnc23)c([N+](=O)[O-])c1	3.5%	4%	-4%	8%	-3	815	.	4%	i	0.5	-3%
CS(=O)(=O)N1CCN(Cc2ccccc2C(F)(F)F)CC1	-1.1%	2%	6%	7%	.	.	-3.0%	-2%	i	0.5	2%
COc1ccc(-c2nn(-c3ccccc3C)cc2CNC(C)Cn2cncn2)cc1F (configuration not stated)	1.8%	0%	6%	-6%	3	721	-7.0%	-1%	i	0.2	-3%
O=S(=O)(c1cnc[nH]1)N1CCN(c2ccc(Cl)cc2)CC1	-0.6%	-4%	-18%	-1%	.	.	-2.3%	-7%	i	2.0	-1%
CCC1C/C(=C/c2cccs2)C(=O)/C(=C/c2cccs2)C1 (configuration not stated)	48%	1%	13%	-2%	12	684	-4.4%	-1%	i	0.7	40%
O=C(COC(=O)CCc1ccc(S(=O)(=O)N2CCOCC2)cc1)NC1CCCCCC1	-1.8%	4%	13%	-1%	12	687	1.3%	-6%	i	0.2	-3%
O=C(Cc1cccs1)Nc1ccc(S(=O)(=O)Nc2ncccn2)cc1	1.5%	0%	-5%	10%	.	.	-20%	-4%	i	0.6	-1%
CC(=O)Nc1ccc(NC(=O)c2c(C)nn(-c3ccccc3)c2Cl)cc1C	-0.1%	6%	10%	-2%	-1	704	-4.3%	-12%	i	0.5	18%
CCC(C)[C@H](NC(=O)Nc1ccc(Oc2ccccc2)cc1)C(=O)O (some centres not stated)	4.8%	-1%	-2%	9%	.	.	-5.1%	-2%	i	1.2	-4%
COc1ccc(-c2nnc3ccc(SCC(=O)N4CCCCCC4)nn23)cc1OC	2.7%	0%	2%	0%	-4	709	-0.4%	-4%	i	3.4	29%
CC1(C)CC(=O)C(C=NCCN2CCN(C(=O)NC34CC5CC(CC(C5)C3)C4)CC2)=C(O)C1	0.8%	-4%	17%	-8%	.	.	-6.9%	-9%	i	0.6	-5%
CCOC(=O)c1ccc(NC(=S)NC(=O)COc2ccccc2)cc1	0.7%	9%	15%	-7%	-4	731	2.1%	69%*	i	1.4	-6%
COc1ccc(Cn2c(=O)[nH]c3cc(C(=O)NCCCN4CCCC4=O)ccc3c2=O)cc1	2.0%	-6%	18%	-5%	.	.	-6.7%	-13%	i	0.9	8%
Cc1ccc(C)c(C(=O)NC(C)CCc2ccccc2)c1 (configuration not stated)	-1.1%	1%	12%	-4%	-30	589	-5.9%	-5%	i	0.3	-12%
O=C(CCOc1ccccc1)Nc1cccc([N+](=O)[O-])c1	-1.9%	-10%	4%	-2%	-7	665	-0.8%	-5%	i	0.7	14%
CC(OC(=O)c1cc2sccc2n1C)C(=O)NC(C)(C)C (configuration not stated)	-1.1%	2%	5%	-9%	23	674	-4.8%	4%	i	0.1	4%
COC(=O)c1cc(C(=O)OCC(=O)N(C)C2CCS(=O)(=O)C2)cc([N+](=O)[O-])c1 (configuration not stated)	-0.9%	-1%	9%	-11%	-13	702	-0.6%	-5%	i	0.5	-2%
CCNS(=O)(=O)c1ccc(CCC(=O)NCc2ccc3c(c2)OCO3)cc1	0.9%	-2%	11%	5%	9	810	.	-7%	i	0.2	-8%
Cc1cc(/C=C2\SC(=S)NC2=O)c(C)n1C1CC1	49%	-5%	-104%	-13%	.	.	-2.8%	6%	i	1.0	-1%	NS5 inhibitors pilot replicate=-13
C/C(=N\NC(=O)Cc1cccn1C)c1ccc([N+](=O)[O-])cc1	-0.9%	0%	8%	.	-6	705	.	-1%	i	0.2	-11%
COC(=O)Cn1c(-c2ccc(OC)cc2)c(-c2ccc(OC)cc2)nnc1=O	0.3%	1%	2%	-3%	-22	804	.	-8%	i	1.0	1%
Cc1ccc(-n2nc(C(=O)c3ccccc3)n3c(=O)cc(-c4ccccc4)nc23)cc1	9.4%	6%	10%	-8%	.	.	-4.9%	-5%	i	1.1	13%
Cc1ccc(C(=O)CSc2nnc(C(C)C)n2C)cc1C	-0.2%	-3%	-34%	.	7	617	-7.6%	-5%	i	0.2	-8%
Cc1ccc(S(=O)(=O)N(C)C)cc1NC(=O)COC(=O)C1COc2ccccc2O1 (configuration not stated)	0.9%	2%	15%	-7%	-10	679	-3.1%	-6%	i	0.1	11%
CC(C)CC(=O)Nc1cc2nn(-c3ccccc3)nc2cc1Cl	-1.4%	-7%	-42%	-3%	-19	745	-4.4%	-11%	i	1.9	12%
C=CCc1ccccc1OCCNCc1ccccc1	2.8%	19%	2%	2%	12	766	-4.0%	-6%	i	0.4	-3%
COc1ccc2oc(=O)c(C(=O)Nc3ccccc3C)cc2c1	1.7%	0%	-51%	1%	-12	769	.	-3%	i	0.3	5%
